IDH1 R132H inh – blocks human mutant IDH1 R132H enzyme; 0.093% of 390,000 active; O75874; AID 602179; Potency, µM (top dose mostly 76.6 µM), for inactives: at the highest dose activity change, negative = inhibition, usual class: inhibitors; IDH1-R132H enzyme, NADPH consumption, diaphorase/resazurin fluorescence; also: potency is read from the fitted curve at half-maximal effect; % is scaled to controls: 0 for no effect and ±100 for the full control effect; nearly all actives have a fitted effect of over 65% in size
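IDH1-R132H (0.5 ug/mL) preincubated 30 min with compound, then NADPH (0.016 mM) and alpha-KG (2 mM) added; 80 min at RT, pH 7.5. Remaining NADPH coupled via diaphorase/resazurin to fluorescence (540/590 nm); concentration-response curves normalized to no-enzyme control.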
TrxR1 inh – blocks rat thioredoxin reductase 1; Potency, µM (series often up to 114 µM), without a hit: top-dose activity change, negative = inhibition, hits mostly inhibitors; 1% of 390,000 active; recombinant rTrxR1, NADPH fluorescence consumption, selenite substrate; also: potency is read from the fitted curve at half-maximal effect; % is scaled to controls: 0 for no effect and ±100 for the full control effect; nearly all actives have a fitted effect of over 65% in size
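Rat TrxR1 (90 nM in the dispensed reagent) was pre-reduced with 400 uM NADPH for 5 min at room temperature, then incubated with compound for 15 min. After 400 uM selenite was added, NADPH fluorescence (Ex 340/Em 450 nm) was followed for 8 min.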
RGS4 inhibitor – human RGS4 inhibition; 0.039% of 390,000 active; Potency, µM (highest dose often 114 µM), for inactives: at the highest dose activity change, negative = inhibition, usual class: inhibitors; AID 504845; Transcreener GDP fluorescence polarization, RGS4-accelerated GTP hydrolysis; also: potency is read from the fitted curve at half-maximal effect; % is scaled to controls: 0 for no effect and ±100 for the full control effect; nearly all actives have a fitted effect of over 75% in size; some results filed as inactive show a strong effect at the top dose
Target sequence (P49798 whole entry, looked up): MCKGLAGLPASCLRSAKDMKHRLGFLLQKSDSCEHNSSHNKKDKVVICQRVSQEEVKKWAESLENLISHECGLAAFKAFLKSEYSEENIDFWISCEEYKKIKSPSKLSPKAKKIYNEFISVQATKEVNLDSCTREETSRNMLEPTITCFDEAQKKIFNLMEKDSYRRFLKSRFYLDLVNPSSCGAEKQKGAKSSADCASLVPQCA
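MLSMR compounds (23 nl, pin-transferred) preincubated 10 min at room temperature with a 500nM (2x) first reagent, then RGS4 at 900nM (2x) plus Transcreener GDP mix added; fluorescence polarization (620/688 nm) read before and after 90 min at 30 °C.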
USP1 inh – blocks the human USP1/UAF1 deubiquitinase complex | 0.23% of 390,000 active | Potency, µM (titrated, usually from 57.1 µM), for inactives: at the top dose activity change, negative = inhibition, most hits filed as inhibitors | O94782 | recombinant USP1/UAF1, Ub-Rhodamine cleavage fluorescence; also: potency is read from the fitted curve at half-maximal effect; % is scaled to controls: 0 for no effect and ±100 for the full control effect; nearly all actives have a fitted effect of over 60% in size; inactives centre near -12
Target sequence (O94782 whole entry, looked up): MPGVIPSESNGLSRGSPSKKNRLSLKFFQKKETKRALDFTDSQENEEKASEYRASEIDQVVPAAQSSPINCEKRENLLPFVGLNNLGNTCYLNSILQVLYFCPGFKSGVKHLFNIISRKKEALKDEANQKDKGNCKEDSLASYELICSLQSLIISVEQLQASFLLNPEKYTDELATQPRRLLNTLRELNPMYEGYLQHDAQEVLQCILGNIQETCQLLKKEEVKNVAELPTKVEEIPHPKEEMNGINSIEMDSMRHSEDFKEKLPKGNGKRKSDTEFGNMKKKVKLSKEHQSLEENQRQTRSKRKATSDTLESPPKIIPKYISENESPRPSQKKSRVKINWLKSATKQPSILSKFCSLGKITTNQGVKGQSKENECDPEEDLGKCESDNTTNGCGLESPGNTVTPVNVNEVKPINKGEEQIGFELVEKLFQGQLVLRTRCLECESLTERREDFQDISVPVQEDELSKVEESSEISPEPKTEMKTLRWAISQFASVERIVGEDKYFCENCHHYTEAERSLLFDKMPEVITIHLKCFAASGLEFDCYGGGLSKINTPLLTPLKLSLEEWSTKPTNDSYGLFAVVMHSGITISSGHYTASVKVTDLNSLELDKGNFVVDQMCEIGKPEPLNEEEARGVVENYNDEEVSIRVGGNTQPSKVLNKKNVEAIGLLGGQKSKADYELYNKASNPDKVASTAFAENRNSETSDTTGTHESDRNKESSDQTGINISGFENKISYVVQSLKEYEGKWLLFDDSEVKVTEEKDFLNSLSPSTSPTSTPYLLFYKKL
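1 nM enzyme complex + cpd, 15 min RT; start with Ub-Rho 150nM final; kinetic fluorescence ex 480/em 540, 6 reads q60 s. Buffer 50mM HEPES pH 7.8, 0.5mM EDTA, 0.1 mg/ml BSA, 1mM TCEP, 0.01% Tween-20.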
GRP78 ERSR act – inducers of ER stress response in human glioma cells. U87-MG GRP78 promoter luciferase reporter, 16 h. 0.02% of 420,000 active. Potency, µM, inactives show at the highest dose activation, usual class: activators; also: potency is read from the fitted curve at half-maximal effect; series mostly up to about 76 µM; % of control where 0% means no effect; nearly all actives have a fitted effect of over 35% in size
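Stably transfected U87-MG glioma cells carrying a GRP78-based luciferase sensor; 16 h compound incubation. Luminescence end-point read 10 min after Bright-Glo addition at room temperature.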
TrxR1 substrate – rat thioredoxin reductase 1 substrate activity; O89049; 0.01% of 390,000 active; Potency, µM (series often up to 114 µM), without a hit: at the highest dose activity change, negative = substrate turnover; purified TrxR1 substrate turnover, NADPH consumption readout; AID 588456; also: potency is read from the fitted curve at half-maximal effect; % is scaled to controls: 0 for no effect and ±100 for the full control effect; nearly all actives have a fitted effect of over 50% in size
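Rat TrxR1, dispensed at 90 nM, was prereduced with 400 uM NADPH (final) for 5 min at ~22 deg C, then incubated with compound 15 min before 400 uM selenite. A first-read NADPH fluorescence drop versus no-compound background flagged substrates.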
Vif-APOBEC3G blk – Vif-A3G binding inhibition; HeLa A3G-eYFP + Vif (tagged APOBEC3G with the HIV-1 protein that degrades it), YFP fluorescence, overnight; AID 602310; 0.076% of 410,000 active; Potency, µM (titrated, usually from 46.1 µM), inactives show at the top dose activity, negative = active, hits mostly inhibitors;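 also: potency is read from the fitted curve at half-maximal effect; % is scaled to controls: 0 for no effect and ±100 for the full control effect; nearly all actives have a fitted effect of over 60% in size; hits raise eYFP signal because A3G escapes Vif-driven loss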
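Read-out is eYFP fluorescence (Ex 488/Em 500-530) from Vif-expressing HeLa A3G-eYFP cells; more signal means A3G escaped Vif-mediated degradation. Cells plated overnight, compound pinned in, incubated overnight at 37 deg C.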
LDHA block – inhibitors of human lactate dehydrogenase A; 0.15% of 480,000 active; P00338; AID 1347041; purified LDHA, NADH/diaphorase-resazurin fluorescence; stronger effect = lower value; activity change, % (values are at about 110 or 230 µM); in the data active = activity change below about -30%; inconclusive = mostly about -25% to -30%;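 also: plate controls were DMSO wells for no effect and wells without enzyme for full effect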
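Enzyme activity of human lactate dehydrogenase 5 (2 nM; 0.06 mM NADH, 0.2 mM pyruvate, 5 min, RT) is measured via a resazurin/diaphorase fluorescence readout of residual NADH.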
Vif-A3F inh – blocks the Vif interaction with APOBEC3F; HeLa A3F-eYFP + Vif (tagged APOBEC3F with the HIV-1 protein that degrades it), YFP fluorescence increase; Potency, µM (doses to about 46.1 µM), for inactives: at the top dose activity, negative = active; 0.2% of 390,000 active; AID 602313; also: potency is read from the fitted curve at half-maximal effect; % of control where 0% means no effect; nearly all actives have a fitted effect of over 65% in size
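HeLa cells stably expressing Vif plus C-terminally eYFP-tagged A3F were seeded, incubated overnight at 37 deg C, dosed with compound, incubated overnight again at 37 deg C. Yellow fluorescence (Ex 488/Em 500-530) reported blocked Vif-mediated A3F-eYFP degradation.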
An asterisk follows results filed as active; ? = inconclusive; / = not tested or not shown; & = joins results of further samples; [ ] = remark or other dose. Unless noted, calls follow the shape of the dose curve; as a rule, active = well fitted curve in the direction sought with a large enough effect; inconclusive = small, poorly fitted or top-dose-only effect, or another doubt; inactive = no such curve, though single readings can be large; an effect the other way counts as inactive or inconclusive.

compound	USP1 inh	Vif-A3F inh	TrxR1 substrate	GRP78 ERSR act	LDHA block	Vif-APOBEC3G blk	IDH1 R132H inh	TrxR1 inh	RGS4 inhibitor
COc1cccc(NC(=O)CSc2nc3ccccc3c(=O)n2C)c1	-22%	-17%	-2%[2.29 µM]	-2%	-5	-4%	0%	21%[2.29 µM]	-18%
CCCn1nc(NC(=O)c2ccco2)c2cc3ccc(C)cc3nc21	-5%	-2%	37%[activator]	-4%	-3	4%	9%	7%	2%
Cc1ccccc1C(=O)N1CCC(C(=O)Nc2ccccc2N2CCCC2)CC1	-6%	1%	-1%[57.1 µM]	1%	-6	3%	-6%	-1%[57.1 µM]	6%
O=C1CC(=C2c3ccccc3-c3ccccc32)C(=O)N1CCCCN1CCN(c2ccccc2)CC1	-2%	-2%	-1%[57.1 µM]	-2%	0	3%	2%	-5%[57.1 µM]	-9%
O=C(C(=O)N1CCN(C(=O)c2ccco2)CC1)c1c[nH]c2ccccc12	-13%	-6%	-9%	-3%	-2	-1%	6%	3%	5%
CCc1ccccc1NC(=O)CC1S/C(=N\c2nccs2)N(CC)C1=O (stereo not drawn)	0%	-13%	2%[57.1 µM]	2%	-18	0%	2%	9%[57.1 µM]	28%
COc1ccc(-c2cc(C(=O)N3CCCCC3)no2)cc1OC	-1%	-5%	-2%	7%	-5	0%	2%	5%	-9%
COCCCN1C(=O)c2ccc(C(=O)O)cc2C1=O	9%	-8%	-2%	-1%	1	2%	6%	7%	-11%
COc1ccc(CN=Cc2c(C(F)(F)F)[nH][nH]c2=O)cc1	-13%	/	-6%	0%	-1	0%	2%	-4%	?
COc1ccc(OC)c(NC(=O)CSc2nc(O)cc(=O)n2CC(C)C)c1	-7%	2%	6%[2.29 µM]	-2%	2	-8%	1%	21%[2.29 µM]	-11%

Some entries already given, reduced to GRP78 ERSR act and LDHA block:
SMILES | GRP78 ERSR act | LDHA block
Cc1ccccc1C(=O)N1CCC(C(=O)Nc2ccccc2N2CCCC2)CC1 | 1% | -6
CCCn1nc(NC(=O)c2ccco2)c2cc3ccc(C)cc3nc21 | -4% | -3

Other compounds.
compound	USP1 inh	Vif-A3F inh	TrxR1 substrate	GRP78 ERSR act	LDHA block	Vif-APOBEC3G blk	IDH1 R132H inh	TrxR1 inh	RGS4 inhibitor
N#CC12COC3(CCCCC3C1(C#N)C#N)OC2=N (stereo not drawn)	4%	-10%	96%	0%	-4	1%	-3%	-41%	-2%
O=C(CN1C(=O)COc2ccc(Cl)cc21)Nc1nccs1	-2%	0%	8%	-4%	-1	-10%	1%	22%	8%
Cc1ccc(F)cc1NC(=S)NCCc1ccccc1	-11%	-21%	0%	-4%	-8	1%	5%	?	-38%
CCCOc1ccc(C(CC(=O)O)NC(=O)C23CC4CC(CC(C4)C2)C3)cc1 (stereo not drawn)	-6%	-28%	-4%	3%	-3	0%	0%	19%	2%
Cc1ccc(S(=O)(=O)Nc2c(O)ccc3ccccc23)cc1	-13%	0%	0%	5%	39	-9%	28%	?	?
CC(C)(C)c1ccc(CCC2OCC(C[N+]3(C)CCOCC3)O2)cc1 (stereo not drawn)	?	-10%	9%	-1%	3&-12	3%	5%	13%[57.1 µM]	-1%
CCn1nc(C)c(CN2CCC(n3nccc3NC(=O)Cc3ccccc3)CC2)c1C	-7%	2%	-4%	-4%	-11	-4%	-2%	-6%	9%
COc1ccc(OC)c(CN2CCCCCC2)c1	0%	7%	-7%	-3%	-20&0	2%	-5%	-21%	14%
COc1ccc(OC)c(NC(=O)CCNC(=O)c2ccco2)c1	-15%	-4%	3%	-3%	1	1%	3%	21%	-22%
O=C(OCc1cnc(Cl)s1)c1cccs1	-21%	6%	-1%	-2%	-3	0%	1%	11%	3%
Cc1nnn(-c2nonc2N)c1C(=O)N/N=C/c1cccc2ccccc12	?	-3%	10%[57.1 µM]	-1%	-7	-1%	-1%	24%	-6%
O=C1c2ccsc2SCCN1Cc1ccccc1	5%	-5%	0%	1%	0	1%	2%	20%	23%
CC(C)OCCCn1c(=O)c2ccccc2n2c(CCC(=O)N3CCN(c4ccccn4)CC3)nnc12	-14%	0%	17%[57.1 µM]	2%	-2	-8%	-2%	20%[57.1 µM]	-15%[56.9 µM]
COc1ccc2[nH]cc(CCN3C(=O)c4ccc(C(=O)O)cc4C3=O)c2c1	-16%	-3%	-3%	-3%	-2	-1%	-8%	6%	13%
O=C(NC1CCCC1)c1c(O)nc2sccn2c1=O	-19%	-7%	-3%	-5%	2	1%	-1%	-1%	7%
COc1ccc(CN2CCCC(CNC(=O)c3ccc(F)cc3)C2)c(F)c1 (stereo not drawn)	-10%	-2%	1%	-4%	-1	0%	9%	26%	14%
Cc1nnc(SCC(=O)NCc2ccc(F)cc2)[nH]c1=O	-24%	0%	3%	-5%	-1	-2%	6%	26%	-28%
O=C(CN1CCN(c2ccccc2)CC1)c1c[nH]c2ccccc12	-1%	-15%	8%[57.1 µM]	-6%	-3	-1%	2%	22%[57.1 µM]	7%
CSc1ncccc1C(=O)NC1CCCCCC1	-12%	-3%	2%	-3%	0	0%	12%	11%	3%
O=C1CC(NS(=O)(=O)c2ccccc2F)CN1c1ccc2c(c1)OCCO2 (stereo not drawn)	-17%	8%	-2%	1%	-4	1%	3%	-3%	-3%
CC(=O)c1cccc(CN(C)CC2CCCN(CCc3ccccc3C)C2)c1 (stereo not drawn)	-22%	0%	1%	-2%	0	3%	11%	16%	2%
Cc1ccc(OCc2nnc(SCC(=O)Nc3cccc4ccccc34)n2-c2ccccc2)cc1	-7%	-7%	-11%	-6%	-5	2%	3%	-1%	-7%
O=C(COC(=O)CCSc1ccccc1Cl)Nc1ccc(F)cc1F	-10%	-2%	-17%	-5%	-7	1%	-1%	-13%	12%
Cc1cc(C)c(S(=O)(=O)N2CCN(C(=O)N(C)C)CC2)c(C)c1	-16%	12%	5%	-6%	1	4%	-4%	10%	-1%
Cc1ccc(OCC(=O)NCCNC(=O)c2ccncc2)cc1C	-12%	-4%	9%	-5%	-7	0%	6%	21%	7%
Cc1cc(C)cc(-c2nnc(SCC(=O)N3CCN(C(=O)c4ccco4)CC3)o2)c1	-7%	-1%	0%[57.1 µM]	-5%	1	0%	4%	7%[57.1 µM]	-5%
CCC1Oc2ccccc2N(CC(=O)NCCCN2CCCC2)C1=O (stereo not drawn)	-22%	-8%	-5%	0%	-4	0%	-1%	-36%	5%[56.9 µM]
CCc1ccc(CN2CC(C(=O)O)CC2=O)cc1 (stereo not drawn)	-8%	-8%	-7%	-5%	2	2%	6%	-7%	16%
COc1cccc(CNCc2cccnc2)c1OCc1ccccc1	-5%	-13%	-1%[57.1 µM]	-3%	0	2%	8%	14%[57.1 µM]	-21%
COC(=O)c1c(NC(=O)CCCC(=O)O)sc2c1CCC2	-8%	7%	1%	-4%	0	-1%	6%	12%	-32%
CCOC(=O)CNC(=O)Cn1c(C)cc2ccccc2c1=O	-11%	-1%	4%[11.4 µM]	-7%	-2	3%	1%	11%[11.4 µM]	-27%
c1ccc2c(C[n+]3csc4ccccc43)cccc2c1	-3%	-6%	2%	1%	-7	-4%	0%	?	?
Cc1cc(-c2ccccc2)n(-c2ccc(C(=O)NC(C)C)cc2)n1	-16%	-7%	2%	-4%	-8	0%	0%	10%[57.1 µM]	3%[11.4 µM]
CC(=O)Nc1ccc(-c2nc3cc(Cl)ccc3o2)cc1	-21%	-11%	44%[activator]	1%	0&3	0%	7%	25%	-29%
O=C1CC(c2nc3ccccc3[nH]2)CN1c1ccccc1 (stereo not drawn)	-17%	-13%	3%	-3%	-7	1%	1%	14%	-16%
CCN(CC)CCN(C)C(=O)c1ccc(OC2CCN(C(=O)C3CC3)CC2)cc1	-9%	-11%	-6%[57.1 µM]	-4%	-6	2%	1%	-9%[57.1 µM]	19%
O=C(O)CCc1ccc(-c2cccs2)n1NC(=O)c1cccs1	-19%	9%	1%	-3%	-3	2%	0%	9%	-5%
C[C@@H]1CN([C@H](C)CO)C(=O)CCCn2nncc2CO[C@@H]1CN(C)C(=O)CCC(F)(F)F	?	-9%	/	-3%	-14	-8%	-16%	/	/
COc1ccc(-c2c3c(=O)n(C)c(=O)n(C)c3cn2-c2ccc(O)cc2)cc1	-12%	8%	17%	0%	5	-1%	-25%	-22%	-22%
Cc1cccc(NS(=O)(=O)c2ccc(C)c(C(=O)NCC(c3cccs3)N(C)C)c2)c1 (stereo not drawn)	-7%	-14%	6%	2%	-4	-2%	2%	14%	3%
COc1ccc(NC(=O)CCNS(=O)(=O)c2cc(Br)cnc2N)c(OC)c1	-10%	-3%	4%	-6%	-2	-3%	6%	14%	0%
O=C1CSc2ccc(S(=O)(=O)N3CCN(c4ccccc4F)CC3)cc2N1	-18%	-1%	-14%	-5%	2	3%	-2%	15%	21%

Screening results deposited in PubChem BioAssay by National Center for Advancing Translational Sciences (NCATS).

This is a subset, so the mix of outcomes need not match the whole.
